AHR act – activators of human aryl hydrocarbon receptor. AHR-responsive luciferase reporter cells, luminescence. activation, % at 5 µM. 320,000 tested, 2.5% active. AID 2796; in the data active means activation above about 47%;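 further: 0% = vehicle wells and 100% = reference agonist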
Fh CTSL1 inh – counter-screen for PFM18AAP inhibitors: inhibitors of F. hepatica cathepsin L1; recombinant F. hepatica cathepsin L1, Z-Leu-Arg-MCA fluorescence; inhibition, % at 5.96 µM; 300,000 tested, 0.49% active; AID 1906;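 active means inhibition above the mean of all tested compounds plus 3 SD, set per screening campaign, cut at about 17% in these data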;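 further: 0% = plate median of test compound wells and 100% = 1 µM Z-Phe-Ala-diazomethylketone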
PP5 primary – blocks human protein phosphatase 5 activity. P53041. purified PP5c, OMFP substrate fluorescence. inhibition, % at 6.7 µM. 320,000 tested, 0.18% active. AID 1987;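 active means inhibition above the campaign's mean inhibition across all tested compounds plus 3 SD, cut at about 9.5% in these data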;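 further: 0% = DMSO only and 100% = 100 µM cantharidin control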
Target sequence (P53041 whole entry, looked up): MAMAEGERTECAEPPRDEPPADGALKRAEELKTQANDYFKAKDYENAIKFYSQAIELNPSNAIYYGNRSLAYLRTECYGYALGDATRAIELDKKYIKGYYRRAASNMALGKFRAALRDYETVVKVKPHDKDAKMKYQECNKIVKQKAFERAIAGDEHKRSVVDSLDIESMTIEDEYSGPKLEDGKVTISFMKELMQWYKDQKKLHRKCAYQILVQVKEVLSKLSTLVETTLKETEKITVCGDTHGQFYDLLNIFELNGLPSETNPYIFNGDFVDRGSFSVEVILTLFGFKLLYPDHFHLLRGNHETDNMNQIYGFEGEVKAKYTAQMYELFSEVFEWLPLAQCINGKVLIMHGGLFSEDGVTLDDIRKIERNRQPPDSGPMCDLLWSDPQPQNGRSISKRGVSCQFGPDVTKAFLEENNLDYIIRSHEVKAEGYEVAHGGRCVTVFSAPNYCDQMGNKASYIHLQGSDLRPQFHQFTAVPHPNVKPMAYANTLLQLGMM
HCV core dimer – HCV core protein dimerization inhibition. TR-FRET GST/Flag-core106 dimerization, 1536-well. inhibition, % at 5 µM. 300,000 tested, 0.33% active;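 active means inhibition above the mean of all tested compounds plus 3 SD, set per screening campaign, cut at about 45% in these data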
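System – GST-tagged and Flag-tagged HCV core protein residues 1-106 · Repeats – one well for each compound · Technique – TR-FRET 671 and 617 nm emission · Doses – one concentration, 5 µM, in 0.5% DMSO · Times – 4 h, 22.5 °C incubation · Also added – Eu donor and XL665 acceptor anti-tag antibodies · Measure – percent inhibition of core106 dimerization signal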
procasp7 counter – activates human procaspase-7, counter-screen for procaspase-3 activators; P55210; recombinant procaspase-7, Ac-DEVD-pNA absorbance 405 nm; D23A/D198A/D206A triple mutant, cannot self-cleave; scale: DMSO 0, 5 µM enzyme 100; activation, % at 8.5 µM; 330,000 tested, 0.093% active; AID 463210;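 active means percent activation above the screen-wide mean plus 3 SD, cut at about 25% in these data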
Target sequence (P55210 whole entry D23A/D198A/D206A): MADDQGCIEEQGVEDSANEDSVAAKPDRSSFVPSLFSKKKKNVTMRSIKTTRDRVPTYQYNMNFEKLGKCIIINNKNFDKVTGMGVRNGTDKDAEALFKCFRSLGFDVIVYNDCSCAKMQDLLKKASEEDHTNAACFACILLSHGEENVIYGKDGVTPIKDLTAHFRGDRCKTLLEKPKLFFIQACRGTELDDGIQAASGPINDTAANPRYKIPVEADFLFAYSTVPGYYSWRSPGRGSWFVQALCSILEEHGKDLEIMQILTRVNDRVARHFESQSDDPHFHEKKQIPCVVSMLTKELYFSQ
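Material: Procaspase-7 triple mutant (PC-7 D3A) | Quantity: 2 µM procaspase-7 mutant as dispensed | Reagent: DEVD-pNA substrate | Times: 1 h preincubation, 2 h reaction | Technique: 405 nm absorbance of p-nitroaniline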
PAFAH2 inh – PAFAH2 (human) inhibition; inhibition, % at 3.39 µM; recombinant PAFAH2, FP-rhodamine activity probe, fluorescence polarization; Q99487; AID 492956; 340,000 tested, 0.99% active;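 active means inhibition above the mean over all tested compounds plus 3 SD, cut at about 30% in these data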;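 further: inhibitors block probe labeling of enzyme so polarization drops; 0% = enzyme with DMSO and 100% = wells lacking PAFAH2 protein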
TPT1 inh – inhibitors of Candida albicans tRNA 2'-phosphotransferase TPT1; recombinant caTPT1, FP RNA substrate dephosphorylation; inhibition, % at 5 µM; 300,000 tested, 0.81% active;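 active means inhibition above the mean of all tested compounds plus 3 SD, set per screening campaign, cut at about 24% in these data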;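 further: plate controls were DMSO alone for no effect and ferristatin control at 100 nM for full effect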
PP1 counter – PP1-alpha (human) inhibition in PP5 counter-screen | P62136 | 320,000 tested, 0.9% active | inhibition, % at 6.7 µM | purified PP1alpha, OMFP fluorescence | AID 2235;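 active means inhibition above the mean inhibition of all tested compounds plus 3 SD, computed separately for each screening campaign, cut at about 15% in these data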
proCasp3 act – activates human procaspase-3. P42574. recombinant procaspase-3 D3A, Ac-DEVD-pNA absorbance 405 nm. activation, % at 8.5 µM. 330,000 tested, 0.11% active. AID 463141;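 active means activation above the mean of all tested compounds plus 3 SD, cut at about 21% in these data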;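 further: 0% = DMSO alone and 100% = DMSO wells spiked with extra 5 µM PC-3 D3A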
Target sequence (P42574 whole entry D9A/D28A/D175A): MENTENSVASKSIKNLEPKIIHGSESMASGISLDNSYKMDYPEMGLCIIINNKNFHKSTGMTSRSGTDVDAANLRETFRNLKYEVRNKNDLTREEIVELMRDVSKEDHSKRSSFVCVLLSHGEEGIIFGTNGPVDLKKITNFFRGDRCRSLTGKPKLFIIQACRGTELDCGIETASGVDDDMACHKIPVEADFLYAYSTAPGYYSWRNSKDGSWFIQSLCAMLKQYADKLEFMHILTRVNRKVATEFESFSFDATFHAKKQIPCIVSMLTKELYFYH
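System: Procaspase-3 D3A mutant. Medium: Zinc-free 300 mM NaCl, 50 mM HEPES, 0.01% Triton X-100. Schedule: 1 h preincubation plus 2 h reaction at 25 °C. Measured by: 405 nm absorbance of p-nitroaniline, reads at 0 and 120 min. Read-out: percent activation relative to control range.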
* marks the source's active call; other numbers are inactive results; . = no result given; & = joins results of further samples.

Codes – A = AHR act; B = Fh CTSL1 inh; C = PP5 primary; D = HCV core dimer; E = procasp7 counter; F = PAFAH2 inh; G = TPT1 inh; H = PP1 counter; I = proCasp3 act
CN(c1ccc(C(=O)N/N=C/c2cccc([N+](=O)[O-])c2)cc1)S(=O)(=O)c1ccccc1
  A: 3; B: -2; C: 3.7; D: -2; E: 6; F: -11; G: -3; H: 4; I: 4
CC(=O)Nc1c2c(nn1-c1ccccc1C)CS(=O)(=O)C2
  A: 1; B: 4; C: -1.0; D: -12; E: -1; F: -2; G: -8; H: 0; I: 1
CCOc1ccc(S(=O)(=O)N(C)c2ccc(OCC(=O)NCc3ccc(C(=O)OC)cc3)cc2)cc1
  A: 1; B: -2; C: 0.2; D: 6; E: 0; F: 5; G: 3; H: 2; I: 0
N#Cc1c(-c2ccc(Cl)cc2)c2c([nH]c1=O)-c1ccccc1OC2
  A: 1; B: -1; C: 2.2; D: 6; E: -2; F: 1; G: -4; H: 2; I: -14
COc1cc(C(C)=O)ccc1OCC(=O)OC(C)C(=O)c1ccc(F)cc1 (stereo not given)
  A: 0; B: .; C: .; D: .; E: -10; F: 9; G: .; H: .; I: -5
Cc1cc(C)cc(OCC(O)CN2C(=O)NC(C)(C)C2=O)c1 (stereo not given)
  A: 0; B: -3; C: 2.5; D: 11; E: -6; F: 11; G: -2; H: -1; I: 6
CCN(CC)c1ccc(C(=O)OCC(=O)c2ccco2)cc1
  A: 4; B: 6; C: 2.1; D: 7; E: 1; F: 35*; G: 1; H: 1; I: -7
O=C(O)c1cnn(-c2nc(-c3ccc(Cl)c(Cl)c3)cs2)c1C(F)(F)F
  A: 3; B: 3; C: 0.3; D: 13; E: 17; F: 4; G: -2; H: 9; I: 2
CCOC(=O)C1=C(C)NC2=C(C(=O)CC(C)(C)C2)C1c1ccc2c(c1)CCCN2C (stereo not given)
  A: 1; B: -2; C: 2.9; D: 4; E: -2; F: -1; G: 5; H: -2; I: 3
CCOC(=O)c1c(CN2CCN(C)CC2)oc2ccc(OC)cc12
  A: 0; B: 1; C: -0.4; D: -4; E: 2; F: 3; G: 2; H: -3; I: 2
CCOc1ccc(NC(=O)N2CCCC2C(=O)NCC2CCCO2)cc1 (stereo not given)
  A: -1; B: -7; C: 1.9; D: -7; E: -6; F: 1; G: 0; H: -1; I: 10
Cc1nn(Cc2ccccc2)c(Cl)c1C(=O)OC(C)C#N (stereo not given)
  A: 2; B: -2; C: -3.8; D: 1; E: 4; F: 4; G: 1; H: -5; I: 7
Cc1ccc(S(=O)(=O)CCC(=O)N2CCN(c3ccccc3F)CC2)cc1
  A: 1; B: -3; C: -1.0; D: 3; E: 14; F: 0; G: 2; H: -1; I: 8
c1ccc(-c2cc(-c3nc(-c4ccccn4)no3)c3ccccc3n2)cc1
  A: 5; B: 1; C: -0.3; D: 10; E: -4; F: -13; G: -3; H: -4; I: 7
CC(C)CN1C2CCCC1CC(NC(=O)c1ccc([N+](=O)[O-])cc1)C2 (stereo not given)
  A: 1; B: 1; C: -5.1; D: -5; E: -6; F: -3; G: 3; H: 3; I: -1
CC1CCC2(CC1)NC(=O)N(CC(=O)NCc1ccc(F)cc1)C2=O (stereo not given)
  A: 0; B: .; C: 3.7; D: .; E: -3; F: 0; G: .; H: -3; I: 0
Cc1ccc(-n2[nH]c(C)c(C=NCc3ccncc3)c2=O)cc1
  A: 17; B: 2; C: -2.8; D: -2; E: 6; F: 0; G: 0; H: -2; I: 2
CC(C)(C)n1nnnc1CN1CCSCC1
  A: 25; B: -1; C: -0.1; D: 1; E: 3; F: -2; G: -3; H: -2; I: 7
O=C(c1ccc([N+](=O)[O-])cc1)N(Cc1cccs1)C1CCS(=O)(=O)C1 (stereo not given)
  A: -2; B: 1; C: -1.3; D: 0; E: -1; F: 0; G: 3; H: -1; I: 6
O=C1c2ccccc2C(O)(Cc2ccccc2)N1C1CCCCC1 (stereo not given)
  A: 0; B: 0; C: -0.1; D: 2; E: -9; F: .; G: 1; H: -4; I: -8
CCOC(=O)C1CCCN(C(=S)Nc2cccc(Cl)c2)C1 (stereo not given)
  A: 1; B: 0; C: -2.1; D: -5; E: -15; F: -6; G: 3; H: -1; I: -5
O=C(NNC(=O)C12CC3CC(CC(C3)C1)C2)c1ccccn1
  A: 1; B: -5; C: 2.8; D: -3; E: 13; F: 37*; G: -3; H: -4; I: 8
COC(=O)CNC(=O)C1Cc2ccccc2CN1S(=O)(=O)c1cccs1 (stereo not given)
  A: 4; B: -1; C: 0.4; D: -1; E: 0; F: 4; G: 4; H: -3; I: -5
Cc1cc(C)n(CC(O)COCc2ccccc2)n1 (stereo not given)
  A: -2; B: 1; C: 1.2; D: -3; E: 9; F: 4; G: 0; H: -4; I: 0
COc1ccc(NC(=O)CCCOc2ccc(Cl)c(C)c2)cc1S(=O)(=O)N1CCOCC1
  A: 0; B: .; C: .; D: .; E: 7; F: -2; G: .; H: .; I: 2
CC(C)[C@H](NC(=O)N1CCn2c1nc1ccccc12)C(=O)N[C@@H](C(=O)O)c1ccccc1
  A: 1; B: -2; C: 3.2; D: -2; E: 2; F: 6; G: -2; H: 3; I: 3
COc1cc(Cl)c(C)cc1NC(=O)CSc1cc(Cl)ccc1Cl
  A: 24; B: 5; C: -1.4; D: 10; E: 2; F: -16; G: 6; H: 0; I: 2
CN1CCC(N(C)CC(=O)Nc2cccc(Oc3ccccc3)c2)CC1
  A: -1; B: 6; C: 0.3; D: 1; E: 7; F: 2; G: 4; H: 0; I: -6
S=c1nc(-c2ccccc2)[nH]c2ccc(Br)cc12
  A: 53*; B: -3; C: 0.3; D: 42; E: 6; F: -1; G: 2; H: -4; I: 3
Cc1cc(NC(=O)COC(=O)C2CC(=O)N(c3ccccc3)C2)no1 (stereo not given)
  A: 1; B: -40; C: 2.1; D: -2; E: 3; F: 1; G: 1; H: -1; I: -3
COC(=O)c1sc(S(=O)(=O)NCCC(=O)O)c(C(=O)OC)c1C
  A: -1; B: -2; C: -2.8; D: 2; E: -2; F: -1; G: 0; H: -3; I: 0
COc1ccc(N2CCN(C(C)C(=O)N3CCCC3)CC2)cc1 (stereo not given)
  A: 1; B: 6; C: 0.3; D: -2; E: -4; F: 11; G: 0; H: 1; I: 0
Cc1nonc1OCCn1c([N+](=O)[O-])cnc1C
  A: 9; B: 2; C: -2.1; D: -2; E: -11; F: 3; G: -1; H: 0; I: -9
O=C(Oc1ccccc1)c1cc2ccccc2oc1=O
  A: 1; B: 0; C: 2.0; D: -4; E: 17; F: 0; G: 4; H: -1; I: 5
COc1cc(SC)ccc1C(=O)N1CCc2ccccc21
  A: 12; B: 0; C: 1.5; D: 4; E: -5; F: -6; G: -1; H: 0; I: 6
NC(=O)[C@@H]1CCCNc2c(I)cc([N+](=O)[O-])cc2C(=O)N[C@@H](CCC(=O)O)C(=O)N[C@@H](CO)C(=O)N1
  A: 0; B: 4; C: 4.2; D: 4; E: -7; F: 3; G: 4; H: 1; I: -2
COc1ccc(CCNC(=O)COC(=O)C23CC4CC(CC(C4)C2)C3)cc1
  A: -4; B: 1; C: -0.1; D: 0; E: 4; F: 20; G: 3; H: 0; I: -5
CN(c1ccccc1)S(=O)(=O)c1cccc(NC(=O)c2cncc(Br)c2)c1
  A: 29; B: -2; C: 2.3; D: 0; E: 11; F: -2; G: -6; H: 2; I: -11
Cc1cc(C)nc(SCCCNCc2c(F)cccc2Cl)n1
  A: 6; B: -2; C: 0.8; D: 15; E: 4; F: 3; G: -2; H: -1; I: -6
CCC1=NN(S(=O)(=O)c2ccc(C)cc2)C(O)(C(F)(F)F)C1 (stereo not given)
  A: 1; B: -1; C: 0.8; D: -2; E: 5; F: 6; G: 0; H: -2; I: -3
CCN1/C(=C2/SC(=S)N(NC(C)=O)C2=O)Sc2ccc(OC)cc21
  A: 11; B: -2; C: 2.9; D: -10; E: -16; F: 1; G: 16; H: 1; I: -15
Cc1c(NC(=O)COC(=O)C(c2ccc(Cl)cc2)C(C)C)c(=O)n(-c2ccccc2)n1C (stereo not given)
  A: -3; B: 13; C: 3.0; D: 0; E: 2; F: -17; G: 2; H: 4; I: -5
COc1cccc(N2CCN(CC(=O)NCc3cccs3)CC2)c1
  A: 1; B: 2; C: -1.0; D: 0; E: 2; F: -5; G: 0; H: -5; I: 1
CNC(=O)c1cc(C(=O)c2ccc(Cl)cc2)c[nH]1
  A: 4; B: 1; C: -1.2; D: -6; E: 1; F: 1; G: -4; H: 0; I: -1
COC(=O)c1ccc(COc2ccc(C)cc2[N+](=O)[O-])o1
  A: 0; B: 4; C: -0.2; D: 3; E: 6; F: .; G: -4; H: -2; I: -3
Cc1cc([N+](=O)[O-])ccc1-c1ccc(/C=N/NC(=O)Cc2ccccc2)o1
  A: 7; B: 5; C: 4.9; D: 15; E: 0; F: -4; G: 24*; H: -3; I: 2
C=CCn1c(SCCCC)nc(O)cc1=O
  A: 1&-4; B: -3&-6; C: -0.3&0.6; D: -3&4; E: -1&7; F: 3&0; G: -3&1; H: 8&1; I: 3&-9
Cc1ccc(S(=O)(=O)NNC(=O)CCC(=O)Nc2ccccc2)cc1
  A: 0; B: -2; C: 0.5; D: 1; E: 2; F: -1; G: -3; H: -2; I: -10
Cc1ccc(NC(=O)CCN2C(=O)c3ccncc3C2=O)cc1
  A: 0; B: 3; C: 2.6; D: -1; E: -6; F: 6; G: -2; H: 0; I: -9
Cc1cc(C(=O)Nc2ccon2)c(C)o1
  A: -1; B: -4; C: 0.6; D: 2; E: 9; F: 5; G: 7; H: 0; I: -4

Additional compounds:
Codes – A = AHR act; B = Fh CTSL1 inh; C = PP5 primary; D = HCV core dimer; E = procasp7 counter; F = PAFAH2 inh; G = TPT1 inh; H = PP1 counter; I = proCasp3 act
COc1ccc(C2=NS(=O)(=O)N(C)C(C(=O)Nc3ccc4c(c3)OCO4)=C2)cc1
  A: 35; B: 0; C: 2.4; D: 1; E: 5; F: -6; G: -3; H: 0; I: 5
CC(C)(C)NCCOCCOc1ccc(Cl)cc1C(C)(C)C
  A: 4; B: -2; C: 1.2; D: -9; E: -8; F: 4; G: -3; H: 2; I: 7
CN1CCC2(CC1)NC(=O)NC2=O
  A: 3; B: -1; C: 1.1; D: -2; E: 4; F: -1; G: 0; H: -2; I: 0
COc1ccc(NC(=O)c2ccc(S(=O)(=O)N(C)c3ccccc3)cc2)cn1
  A: -2; B: -2; C: 1.2; D: -4; E: 10; F: -2; G: 0; H: -2; I: 2
COc1ccc(C(c2nnnn2Cc2cccs2)N2CCN(c3ccccc3)CC2)cc1OC (stereo not given)
  A: 0; B: -6; C: 3.5; D: 5; E: 1; F: 2; G: -3; H: -10; I: 4
O=C(N/N=C/c1coc2ccccc2c1=O)c1cn(-c2ccccc2)nc1-c1ccc(F)cc1
  A: 1; B: -3; C: 2.2; D: -1; E: -4; F: 8; G: 1; H: -1; I: 1

Some of these compounds in order of the PAFAH2 inh value, high to low.
| Molecule | PAFAH2 inh |
| --- | --- |
| CC(C)(C)NCCOCCOc1ccc(Cl)cc1C(C)(C)C | 4 |
| COc1ccc(C(c2nnnn2Cc2cccs2)N2CCN(c3ccccc3)CC2)cc1OC (stereo not given) | 2 |
| COc1ccc(C2=NS(=O)(=O)N(C)C(C(=O)Nc3ccc4c(c3)OCO4)=C2)cc1 | -6 |
